Screening data as filed in PubChem BioAssay.
CaV13 FRET inh: Disruptors of the CACNA1D IQ motif to Ca2+-dependent inactivation inhibitor domain association, primary screening, Förster resonance energy transfer in intact living … | inhibition, % at 12.3 µM | HEK cells, CFP/YFP FRET ICDI-IQ, plate reader, 10 min; percent FRET-ratio fall versus neutral wells | actives 0.098% (n = 340,000);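 active means mean replicate inhibition of at least 30% and at least 1% of replicates passing that level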;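 further: 0% = median of the neutral control wells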
NR2E3 ag-1: agonists of human NR2E3 nuclear receptor; Q9Y5X4; CHO-S Gal4-NCOR/VP16-NR2E3 two-hybrid, luciferase; inhibition of corepressor binding, % at 3.98 µM; actives 0.35% (n = 360,000); AID 602229;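 active means inhibition above the mean of all tested compounds plus 3 SD, cut at about 70% in these data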;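 further: 0% = DMSO with NR2E3 transfected cells and 100% = cells lacking NR2E3 construct; higher means lower luciferase signal from less NR2E3 corepressor binding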
Target sequence (Q9Y5X4 whole entry, looked up, the tested form may be a part): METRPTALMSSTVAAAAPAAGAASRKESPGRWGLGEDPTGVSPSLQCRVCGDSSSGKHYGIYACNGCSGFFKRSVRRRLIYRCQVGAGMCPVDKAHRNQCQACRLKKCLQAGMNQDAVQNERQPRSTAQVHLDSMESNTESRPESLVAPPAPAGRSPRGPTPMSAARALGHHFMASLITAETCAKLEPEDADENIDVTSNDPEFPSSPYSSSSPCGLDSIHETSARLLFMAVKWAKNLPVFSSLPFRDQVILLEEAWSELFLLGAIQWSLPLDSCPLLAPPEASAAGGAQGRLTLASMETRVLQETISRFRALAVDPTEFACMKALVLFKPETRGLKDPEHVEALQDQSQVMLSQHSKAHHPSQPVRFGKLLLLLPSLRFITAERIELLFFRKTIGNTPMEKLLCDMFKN
PDI inh: inhibitors of human protein disulfide isomerase | P07237 | PDI insulin aggregation turbidity, A650, 90 min | inhibition, % at 10 µM | actives 0.052% (n = 350,000);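 active means mean inhibition across replicates of 30% or more, whatever share of single replicates reach that level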;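 further: absorbance from insulin aggregation driven by PDI reduction with DTT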
Target sequence (P07237 whole entry, looked up): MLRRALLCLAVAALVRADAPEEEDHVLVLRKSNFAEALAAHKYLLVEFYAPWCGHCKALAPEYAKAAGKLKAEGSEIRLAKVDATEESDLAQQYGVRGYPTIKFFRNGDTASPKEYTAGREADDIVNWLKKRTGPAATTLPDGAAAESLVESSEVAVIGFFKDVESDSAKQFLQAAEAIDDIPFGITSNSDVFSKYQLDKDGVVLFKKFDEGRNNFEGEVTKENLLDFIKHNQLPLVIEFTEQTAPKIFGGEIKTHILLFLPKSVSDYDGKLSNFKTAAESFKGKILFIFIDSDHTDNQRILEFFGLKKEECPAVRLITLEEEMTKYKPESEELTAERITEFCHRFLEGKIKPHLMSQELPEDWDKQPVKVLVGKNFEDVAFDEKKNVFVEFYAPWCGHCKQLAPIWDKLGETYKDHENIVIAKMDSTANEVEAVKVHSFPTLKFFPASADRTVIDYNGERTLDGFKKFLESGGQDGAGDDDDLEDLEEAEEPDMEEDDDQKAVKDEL
Shn3 inh set2: reduces Shn3 3'UTR luciferase signal in osteoblasts; Clone20 osteoblast Shn3 3'UTR firefly luciferase, 24 h; inhibition, % at 12.5 µM; actives 0.52% (n = 360,000);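 active means mean inhibition of at least 75% with every replicate also reaching 75%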;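 further: 0% = median of neutral control wells and 100% = pilot-screen positive control compound; some compounds past the cut are filed as inactive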
CF NFkB block: blocks PAF-induced NF-kB reporter in cystic fibrosis cells; actives 0.86% (n = 360,000); inhibition, % at 5 µM; KKLEB NF-kB-GFP reporter, GFP fluorescence overnight;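 active means at least 50% inhibition at 5 µM, scaled per plate between neutral and stimulator controls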;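 further: PAF is a Pseudomonas aeruginosa culture filtrate used as stimulus; plate controls were PAF-stimulated DMSO wells for no effect and unstimulated DMSO wells for full effect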
MITF TRPM1 inh: inhibitors of MITF-driven TRPM1 promoter in melanoma cells; actives 0.83% (n = 330,000); SK-MEL-5 TRPM1 promoter luciferase, 24 h; AID 488899; inhibition, % at 12.5 µM;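 active means mean inhibition across replicates of 60% or more, whatever share of single replicates reaches that level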; further: values of inactives mirror those of a sister screen read the other way
KKLEB cytotox: reduces viability of KKLEB cystic fibrosis airway cells; actives 0.36% (n = 360,000); activity change (cytotoxicity), % at 5 µM; KKLEB CF airway cells viability, ATPlite luminescence, overnight; hits give low values; cells stimulated with P. aeruginosa culture filtrate;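 active means corrected activity change at or below -50% at 5 µM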
Peg3 promoter: reduces Peg3 promoter-driven luciferase expression in HeLa; HeLa PEG-Prom luciferase reporter, luminescence, overnight; inhibition, % at 20 µM; actives 1.7% (n = 360,000); AID 588405;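 active means inhibition of at least 50% at 20 µM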
HIF-2a inh: HIF-2a inhibition. inhibition, % at 18.8 µM. actives 0.72% (n = 360,000). 786-0 RCC cells HIF-2a reporter, luciferase luminescence, overnight;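 active means inhibition of the luminescence signal of 40% or more relative to plate controls, in a single-dose primary screen at 18.75 µM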
NR2E3 ag-2: activates human photoreceptor nuclear receptor NR2E3; Q9Y5X4; GST-NR2E3/biotin-RetCOR TR-FRET, 1536-well; inhibition of corepressor binding, % at 4.78 µM; actives 0.12% (n = 320,000); AID 2300;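 active means percent inhibition above the cutoff of mean plus 3 SD of all tested compounds, set per screening campaign, cut at about 20% in these data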;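 further: 0% = DMSO wells and 100% = biotin wells as full block of FRET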
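Material – GST-tagged NR2E3 plus biotinylated RetCOR corepressor · Quantity – NR2E3 fusion 1.35 nM · Times – 5 h incubation at 4 °C · Medium – pH 7.5 Tris-based buffer · Technique – TR-FRET, Eu(K)-anti-GST donor, streptavidin-D2 acceptor, ex 340, em 617/671 nm · Benchmarks – high control biotin, low control 0.6% DMSO · Format – 1536-well plates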
Vif inh: blocks HIV Vif function | HEK293T cells, Vif self-association by quenched fluorescence, imaging, 24 h | inhibition, % at 7.49 µM | actives 0.35% (n = 340,000) | AID 602346; in the data active means inhibition above about 50%, passing the limit was not always enough; further: some results filed as inactive read as strong as hits
The depositor's hits bear a star; x = no result given. Not a hit list (roughly 3.3% active in at least one column).

entry	compound	CaV13 FRET inh	NR2E3 ag-1	PDI inh	Shn3 inh set2	CF NFkB block	MITF TRPM1 inh	KKLEB cytotox	Peg3 promoter	HIF-2a inh	NR2E3 ag-2	Vif inh
1	Cc1noc(C)c1CSc1nnc(-c2c[nH]c3ccccc23)n1-c1ccc(Cl)cc1	-1	-10	5	4	-4	5	5	24	16	1	6
2	COC(=O)c1ccccc1NC(=O)Cn1nc(C(F)(F)F)c2c1CCC2	-4	-1	4	7	-9	9	-1	13	11	-6	-7
3	CCN(CC)CCCN=Cc1c(O)n(-c2cccc(C)c2)c(=O)c2ccccc12	-4	-32	2	-2	-4	x	10	6	4	-1	10
4	COc1ccc(OC)c2nc3c(cc12)CCC3	-13	-11	-5	-14	16	-4	-6	3	4	3	-5
5	CCOc1ccc2nc(Cl)sc2c1	-7	-15	3	0	10	-8	-18	11	19	-1	9
6	COc1cccc(NC(=O)Nc2nnc(CC(=O)Nc3ccccc3)s2)c1	-5	-61	0	-4	57*	-16	-3	-10	10	-1	-1
7	CC(C)=CCc1cc([C@@H]2CC(=O)c3ccc(O)c(CC=C(C)C)c3O2)ccc1O	x	-28	x	31	35	7	-7	17	-28	1	-2
8	COCCN(CCOC)S(=O)(=O)c1ccc(OC)cc1	-1	-5	-3	-3	-8	4	8	12	17	-1	-7
9	O=C(CS(=O)(=O)c1ccc2ccccc2c1)N1CCCCCC1	13	21	1	-69	-23	11	0	-39	-36	0	-5
10	O=C1OC(c2ccccc2)(c2cc(Br)c(O)c(Br)c2)c2ccccc21 (stereo not drawn)	-4	47	3	-3	4	-4	7	7	16	x	17
11	COc1cc(C)c(Cl)c(C)c1S(=O)(=O)NCc1cccnc1	-5	-9	-10	-19	4	-4	1	17	18	5	-6
12	COc1ccc(CN(CCNC(=O)CCCCC(=O)NCCN(Cc2ccc(OC)cc2)C(C)C)C(C)C)cc1	-6	29	-15	6	-4	-18	4	-4	13	3	-1
13	N/C(=N\OC(=O)COc1ccc(Br)cc1Cl)c1ccncc1	-1	-162	22	-105	-13	-127	-2	-396	-182	-2	-1
14	COc1ccc(NC(=O)C2(C)Cc3c(-c4cccc(C(N)=O)c4)ccnc3O2)cn1 (stereo not drawn)	-9	-24	-17	-7	10	x	-8	28	19	x	5
15	N#Cc1ccccc1/C=C/C(=O)N1CCOCC1	-2	-3	-7	-13	1	14	3	-18	-1	-1	0
16	COc1ccc(-n2c(Cc3cccn3C)nnc2SCC(=O)Nc2ccc3c(c2)OCO3)cc1	-2	-34	x	17	-14	0	-3	-3	-15	-3	9
17	Cc1ccc(-c2c(C(=O)N/N=C/c3ccc(C)o3)nnn2-c2nonc2N)cc1	-2	-3	7	1	-1	-4	12	-11	-4	-3	2
18	NS(=O)(=O)c1ccc(NC(=O)COC(=O)C23CC4CC(CC(C4)C2)C3)cc1	-5	-20	5	6	14	-1	7	-2	8	0	-3
19	CN(c1ccccc1)S(=O)(=O)c1cccc(NS(=O)(=O)c2cccc(C(=O)O)c2)c1	-7	-14	-5	1	-14	2	2	13	7	-3	-7
20	COc1ccc(NC(=O)CC(C)=O)c(OC)c1	-19	7	-7	-20	-6	-1	2	1	9	x	10
21	CC(OC(=O)c1ccco1)C(=O)NCc1cccs1 (stereo not drawn)	-5	10	-4	-3	-2	5	-1	11	15	1	x
22	CCOc1ccccc1NC1=C(Cl)C(=O)N(Cc2ccccc2)C1=O	0	17	10	-9	-4	8	-15	15	20	-1	-6
23	COc1cc(/C=C/C(=O)OCC(=O)c2ccc(OC(F)F)cc2)ccc1O	-10	-12	-2	-7	-12	13	-3	-11	2	x	29
24	COc1ccccc1C(=O)NCCC(=O)NCCC12CC3CC(CC(C3)C1)C2	-3	-2	-1	-1	-1	-7	-6	13	7	-1	6
25	COC(=O)C1CCCCN1C(=O)c1cccc(OC2CCN(C(=O)C3CC3)CC2)c1 (stereo not drawn)	-2	-5	-7	-4	10	14	-5	9	-2	0	-3
26	Cc1ccc(S(=O)(=O)NC(=O)Nc2nccs2)cc1	-7	-14	-4	-3	14	-5	2	9	6	0	-2
27	CCOC(=O)C1=C(C)Nc2nc(C)nn2C1c1ccc(C)cc1 (stereo not drawn)	-4	-9	x	-14	-4	-5	-3	4	5	-2	5
28	CCOc1cc(/C=N/NC(=O)c2nn(C)cc2Br)ccc1OCc1ccccc1	-9	-24	3	19	-24	2	5	-5	6	0	2
29	O=S(=O)(c1ccccc1)N(F)S(=O)(=O)c1ccccc1	-6	-22	-2	-6	-1	3	3	-2	13	2	59*
30	NC1=CC(=O)C(=O)c2ccccc21	-6	-5	-2	4	68*	97*	-26	55*	0	x	19
31	CCn1c(SCC(=O)Nc2nc(C)c(C)s2)nc2cccnc21	1	-5	-1	-33	5	0	-10	-3	-11	1	2
32	COc1ccc(-n2ncc3c2CC(C)(C)CC3NC(=O)c2ccc(OC)o2)cc1 (stereo not drawn)	-7	-14	10	6	5	14	14	-6	-11	-1	0

Peg3 promoter, what is marked active above
nr | Structure | CaV13 FRET inh | NR2E3 ag-1 | PDI inh | Shn3 inh set2 | CF NFkB block | MITF TRPM1 inh | Peg3 promoter | HIF-2a inh | NR2E3 ag-2 | Vif inh
30 | NC1=CC(=O)C(=O)c2ccccc21 | -6 | -5 | -2 | 4 | 68* | 97* | 55* | 0 | x | 19

Continuation.
entry	compound	CaV13 FRET inh	NR2E3 ag-1	PDI inh	Shn3 inh set2	CF NFkB block	MITF TRPM1 inh	KKLEB cytotox	Peg3 promoter	HIF-2a inh	NR2E3 ag-2	Vif inh
33	O=C(COc1ccc(F)c(Cl)c1)NC(=O)NC1CCCC1	-5	-41	-2	-49	-6	x	-16	-54	-73	x	x
34	CC(C)(C)NC(=O)C1(C)CCC(=O)N1C1CC1 (stereo not drawn)	-10	-5	x	-4	17	x	-1	6	10	x	x
35	O=S(=O)(Nc1ccccc1N1CCCCC1)c1ccc(Cl)s1	-5	10	6	21	22	-1	0	25	19	2	x
36	COCCC(=O)Nc1ccc2c(c1)CN(C(=O)CSC)CC2	-4	-17	13	-13	-2	4	-2	-1	7	0	-5
37	O=C(O)CSc1nc2ccccc2s1	1	8	6	-4	-5	6	3	2	9	1	-4
38	O=C(NC(=S)N1CCOCC1)c1cn(-c2ccccc2)nc1-c1ccccc1	-2	-20	3	-12	-24	4	-3	-7	-30	5	-1
39	CC(OC(=O)c1cc2sccc2n1C)C(=O)NCc1ccco1 (stereo not drawn)	-11	1	4	2	-4	-4	3	19	-5	-2	-4
40	CNC(=O)c1ccc(-c2cc3onc(-c4ccccc4)c3c(=O)n2C)cc1	-4	-78	-1	-48	-10	-92	-2	-262	-252	x	-8
41	OC[C@H]1O[C@@H](n2cnc3c(Nc4ccccc4)ncnc32)[C@H](O)[C@@H]1O	-4	-14	-3	-27	23	-45	-21	-86	-126	5	25
42	O=C(CCc1ccccc1)NNC(=O)COc1ccc([N+](=O)[O-])cc1	-7	-18	-4	6	-38	4	28	2	-4	-2	5
43	CN(C)Cc1c(C(=O)N/N=C/c2cccnc2)nnn1-c1nonc1N	-3	-43	-1	11	24	-2	-15	14	1	2	-20
44	NS(=O)(=O)c1cccc(NC(=O)COC(=O)c2ccc(S(=O)(=O)N3CCOCC3)cc2)c1	-2	9	4	-4	-11	4	-4	7	-2	x	3
45	O=C(c1cccc(S(=O)(=O)N2CCOCC2)c1)N1CCN(Cc2ccc3c(c2)OCO3)CC1	-3	-3	-4	5	7	5	-2	8	15	0	-5
46	N#CCn1cnc2sc(-c3ccccc3)cc2c1=O	-4	-33	5	-36	-5	-23	-1	-77	-122	0	9
47	Nc1nc(SCC(=O)NCc2ccccc2Cl)[nH]c(=O)c1NC(=O)c1ccccc1F	-5	16	-5	0	-9	2	3	-11	8	4	1
48	Cc1oc2cc3oc(=O)c(CCC(=O)NCCN4CCOCC4)c(C)c3cc2c1C	x	17	x	29	-32	-18	10	-73	-110	1	3
49	CCc1nc(Nc2ccc3c(c2)OCO3)c2oc3ccccc3c2n1	-5	-17	-6	25	-1	-19	-8	-8	-79	0	-12
50	CCS(=O)(=O)c1nc(S(=O)(=O)c2ccc(C)cc2)c(N2CCC3(CC2)OCCO3)s1	-2	25	1	10	20	15	6	0	2	4	-1
51	O=C(NCC1CC1)C1(C(F)(F)F)C/C(=C\Cc2ccccc2)CCCO1 (stereo not drawn)	-10	22	5	26	19	-6	-6	14	15	-1	-5
52	CN(CC(=O)NCc1ccc2c(c1)OCO2)S(=O)(=O)c1ccc(F)cc1	-17	2	-5	9	-2	9	1	11	8	5	-6

Filtered by structure, those above containing four or more nitrogen atoms (13)
entry	compound	CaV13 FRET inh	NR2E3 ag-1	PDI inh	Shn3 inh set2	CF NFkB block	MITF TRPM1 inh	KKLEB cytotox	Peg3 promoter	HIF-2a inh	NR2E3 ag-2	Vif inh
1	Cc1noc(C)c1CSc1nnc(-c2c[nH]c3ccccc23)n1-c1ccc(Cl)cc1	-1	-10	5	4	-4	5	5	24	16	1	6
6	COc1cccc(NC(=O)Nc2nnc(CC(=O)Nc3ccccc3)s2)c1	-5	-61	0	-4	57*	-16	-3	-10	10	-1	-1
12	COc1ccc(CN(CCNC(=O)CCCCC(=O)NCCN(Cc2ccc(OC)cc2)C(C)C)C(C)C)cc1	-6	29	-15	6	-4	-18	4	-4	13	3	-1
14	COc1ccc(NC(=O)C2(C)Cc3c(-c4cccc(C(N)=O)c4)ccnc3O2)cn1 (stereo not drawn)	-9	-24	-17	-7	10	x	-8	28	19	x	5
16	COc1ccc(-n2c(Cc3cccn3C)nnc2SCC(=O)Nc2ccc3c(c2)OCO3)cc1	-2	-34	x	17	-14	0	-3	-3	-15	-3	9
17	Cc1ccc(-c2c(C(=O)N/N=C/c3ccc(C)o3)nnn2-c2nonc2N)cc1	-2	-3	7	1	-1	-4	12	-11	-4	-3	2
27	CCOC(=O)C1=C(C)Nc2nc(C)nn2C1c1ccc(C)cc1 (stereo not drawn)	-4	-9	x	-14	-4	-5	-3	4	5	-2	5
28	CCOc1cc(/C=N/NC(=O)c2nn(C)cc2Br)ccc1OCc1ccccc1	-9	-24	3	19	-24	2	5	-5	6	0	2
31	CCn1c(SCC(=O)Nc2nc(C)c(C)s2)nc2cccnc21	1	-5	-1	-33	5	0	-10	-3	-11	1	2
38	O=C(NC(=S)N1CCOCC1)c1cn(-c2ccccc2)nc1-c1ccccc1	-2	-20	3	-12	-24	4	-3	-7	-30	5	-1
41	OC[C@H]1O[C@@H](n2cnc3c(Nc4ccccc4)ncnc32)[C@H](O)[C@@H]1O	-4	-14	-3	-27	23	-45	-21	-86	-126	5	25
43	CN(C)Cc1c(C(=O)N/N=C/c2cccnc2)nnn1-c1nonc1N	-3	-43	-1	11	24	-2	-15	14	1	2	-20
47	Nc1nc(SCC(=O)NCc2ccccc2Cl)[nH]c(=O)c1NC(=O)c1ccccc1F	-5	16	-5	0	-9	2	3	-11	8	4	1
